# Assay outcomes deposited in PubChem by National Center for Advancing Translational Sciences (NCATS).
# PTHR1 agonist: PTHR1 (human) receptor agonism; Q03431; AID 743266; Potency, µM (titrated, usually from 115 µM), without a hit: top-dose activation, hits mostly activators; actives 0.075% (n = 410,000); HEK293 GP2 PTHR1 cells, GloSensor cAMP luminescence, 1 h; note: potency is the fitted concentration of half-maximal effect; nearly all actives have a fitted effect of over 55% in size; some results filed as inactive show a strong effect at the top dose; inactives centre near -15; many of its hits are not listed in these tables
#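 HEK-293-derived GP2 cells expressing PTHR1 and a GloSensor cAMP reporter, 3,000/well, plated overnight, given luciferin plus IBMX (each 0.5 mM as added) for 1 h at 37 °C, then compound for 1 h at 37 °C. Luminescence was read after 15 min at room temperature.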
# EPAC1 antagonist: EPAC1 (human) antagonism | O95398 | EPAC1 GEF assay, Rap1b-BODIPY-GDP exchange fluorescence | Potency, µM (series often up to 115 µM), inactives show at the top dose activity change, negative = inhibition, usual class: inhibitors | actives 0.14% (n = 360,000);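 note: potency is the fitted concentration of half-maximal effect; plate controls were vehicle for no effect and positive control for full effect; nearly all actives have a fitted effect of over 50% in size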
# PLK1 PBD block: inhibitors of human PLK1 polo-box domain binding; P53350; actives 2.8% (n = 360,000); Plk1 PBD binding of FITC phosphopeptide, fluorescence polarization; Potency, µM, inactives show max response, negative = inhibition, actives largely listed as inhibitors; note: potency is the fitted concentration of half-maximal effect; series mostly up to about 57 µM; % is set by controls: 0 for no effect and ±100 for the full control effect; nearly all actives have a fitted effect of over 65% in size
# Target sequence (P53350 whole entry, looked up, the tested form may be a part): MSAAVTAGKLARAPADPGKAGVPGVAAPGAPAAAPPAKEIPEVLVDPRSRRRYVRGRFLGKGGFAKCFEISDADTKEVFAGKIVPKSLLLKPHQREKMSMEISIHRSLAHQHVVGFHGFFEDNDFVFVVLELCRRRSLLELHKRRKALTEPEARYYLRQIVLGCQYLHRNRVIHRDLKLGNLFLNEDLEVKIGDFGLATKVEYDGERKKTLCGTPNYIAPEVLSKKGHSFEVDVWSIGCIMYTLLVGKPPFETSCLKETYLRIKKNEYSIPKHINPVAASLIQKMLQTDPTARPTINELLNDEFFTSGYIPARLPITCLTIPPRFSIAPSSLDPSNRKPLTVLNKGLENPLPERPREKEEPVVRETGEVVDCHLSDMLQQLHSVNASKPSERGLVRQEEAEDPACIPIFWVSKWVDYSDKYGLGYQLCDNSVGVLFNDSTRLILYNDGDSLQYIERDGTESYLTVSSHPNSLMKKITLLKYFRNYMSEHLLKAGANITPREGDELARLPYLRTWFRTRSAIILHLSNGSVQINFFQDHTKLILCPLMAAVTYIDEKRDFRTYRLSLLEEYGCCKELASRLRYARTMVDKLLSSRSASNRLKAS
# PI5P4Ka inh: blocks human PI5P4K alpha kinase activity | max response, % | P48426 | actives 1.2% (n = 330,000) | PI5P4Kalpha enzyme, ADP-Glo luminescence, 60 min; hits give low values; active = max response of -50% or lower; inconclusive = between -30% and -50%; inactive = -30% or higher; note: value at the top dose of about 77 µM; % is set by controls: 0 for no effect and ±100 for the full control effect
#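 PI5P4Kalpha ADP-Glo assay; 5 microM ATP final; 60 min RT reaction; HEPES pH 7.4/EGTA/CHAPS, 5% DMSO; controls lacking substrate or enzyme; luminescent end-point.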
# GLP1R cytotox: cytotoxicity counter-screen for GLP-1 receptor inverse agonists; Potency, µM (series often up to 38.3 µM), inactives show at the highest dose activity change, negative = inhibition, actives largely listed as inhibitors; HEK293 cAMP-luciferase reporter cells, luminescence, 24 h; actives 0.13% (n = 410,000); AID 624418;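 note: loss of luciferase light is scored as toxicity; potency is the fitted concentration of half-maximal effect; % is set by controls: 0 for no effect and ±100 for the full control effect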
#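 Quantitative HTS format, 1536 wells, 200 cells/uL seeded. Compounds: 23 nL, 24 h, 37 °C. Detection: luciferase reagent, luminescence at 12 min RT; decreased signal taken as cytotoxic.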
# GLP1R inv ag: inverse agonists of human GLP-1 receptor; P43220; HEK293 GLP-1R CRE-luciferase, luminescence, 24 h; GLP-1R form is constitutively active; Potency, µM (titrated, usually from 38.3 µM), for inactives: at the highest dose activity change, negative = inhibition, hits mostly inhibitors; actives 1.6% (n = 410,000); AID 624417; note: potency is the fitted concentration of half-maximal effect; % is set by controls: 0 for no effect and ±100 for the full control effect; nearly all actives have a fitted effect of over 55% in size
# Target sequence (P43220 whole entry, looked up): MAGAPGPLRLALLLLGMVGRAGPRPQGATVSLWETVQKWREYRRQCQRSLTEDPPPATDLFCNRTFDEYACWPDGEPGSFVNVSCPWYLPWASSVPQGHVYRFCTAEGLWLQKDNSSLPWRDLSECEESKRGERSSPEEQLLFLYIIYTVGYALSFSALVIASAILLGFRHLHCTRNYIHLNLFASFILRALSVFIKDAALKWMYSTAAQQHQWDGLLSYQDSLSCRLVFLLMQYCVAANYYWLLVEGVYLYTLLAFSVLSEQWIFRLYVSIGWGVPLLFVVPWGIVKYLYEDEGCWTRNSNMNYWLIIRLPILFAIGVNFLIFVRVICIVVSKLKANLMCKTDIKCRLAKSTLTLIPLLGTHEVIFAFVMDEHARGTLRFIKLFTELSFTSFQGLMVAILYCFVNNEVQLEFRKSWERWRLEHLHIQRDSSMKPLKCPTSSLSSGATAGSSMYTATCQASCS
#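 Luminescence readout: a drop in cAMP-driven luciferase signal flags inverse agonism at a constitutively active GLP-1R stably expressed in HEK293. Compound exposure lasted 24 hr at 37 deg C, 5% CO2.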
# IL-2 act: activates IL-2 in a cell-based reporter assay. IL-2 activation reporter assay, cell-based qHTS; stimulated with anti-CD3/CD4/CD28 beads; in transgenic mouse T cells. activation, % (series mostly up to about 46 µM). actives 0.065% (n = 360,000); in the data active = activation above about 50%; inconclusive = mostly about 30% to 49%; note: 0% is about no effect
#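 First, unstimulated transgenic mouse T cells were exposed to compound for 60 min. Next, anti-CD3/anti-CD4-coated beads with anti-CD28 were added. Finally, after 18 h at 37 degrees C, EGFP and DsRed were imaged.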
# EPAC1 agonist: agonists of human EPAC1; EPAC1 agonist qHTS, biochemical assay; response scale: 100% = response to 6.5 mM cAMP; Potency, µM (top dose mostly 154 µM), for the others: at the highest dose activation, most hits filed as activators; actives 0.073% (n = 360,000); O95398; AID 720707; note: potency is the fitted concentration of half-maximal effect; nearly all actives have a fitted effect of over 60% in size
#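 Read-out is the fluorescence drop as BODIPY-GDP leaves Rap1B (480 nm excitation, 540 nm emission), recorded every 5 minutes over 30 minutes. Reactions held 100 nM EPAC1, 250 nM Rap1B–BODIPY-GDP and 50 uM GDP, with 6.5 mM cAMP setting full activation.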
# GLP-1R agonist: activates the human GLP-1 receptor | AID 624172 | actives 0.007% (n = 380,000) | P43220 | HEK293 GLP-1R CRE-luciferase, luminescence, 4-6 h; cells express a hypersensitive GLP-1R form | Potency, µM (top dose mostly 45.6 µM), for inactives: at the highest dose activation, most hits filed as activators; note: potency is the fitted concentration of half-maximal effect; % of control where 0% means no effect
# Active calls of the source: *; i = inactive; u = inconclusive; x = no result given; [ ] = remark or other dose. Unless noted, calls come from the whole dose curve; as a rule, active = well fitted curve in the direction sought with a large enough effect; inconclusive = small, poorly fitted or top-dose-only effect, or another doubt; inactive = no such curve, though single readings can be large; an effect the other way counts as inactive or inconclusive. Not all compounds are listed, so the mix of outcomes need not match the whole.
SMILES,PTHR1 agonist,EPAC1 antagonist,PLK1 PBD block,PI5P4Ka inh,GLP1R cytotox,GLP1R inv ag,IL-2 act,EPAC1 agonist,GLP-1R agonist
COc1ccc(Nc2nc(-c3ccc4c(c3)NC(=O)CO4)cs2)cc1,-7.4%,21.6%,u,1.0,3.9%,-0.6%,-2.2,3.9%,14.1%
CCCn1c(SCC(=O)c2ccc3c(c2)OCCO3)n[nH]c1=O,i,3.5%,-15.9%,8.3,-5.6%,13.3%,2.5,2.9%,4.7%
CSc1ccccc1-c1nnc(NC(=O)Cc2ccccc2)o1,-12.8%,7.5%,-3.4%,-0.9,1.0%,-20.5%,-1.8,-4.4%,-4.2%
CC(C)(C)N1CCC1CN (stereo not given),i,20.2%,-6.1%,0.8,1.2%,-1.7%,-0.6,4.0%,0.1%
Cc1ccc(/C=C2/NC(=O)N(c3ccccc3)C2=O)o1,-15.5%,-12.8%,-8.7%,x,-8.4%,0.0%,-3.0,-9.6%,-4.1%
Cc1[nH]c(C)c2c(=O)[nH]ncc12,i,-1.6%,-4.5%,2.7,-3.5%,19.4%,-0.2,11.3%,8.5%
CC(C)(C)OC(=O)CNC(=O)c1[nH]cnc1C(=O)NCCCCCNC(=O)OC(C)(C)C,-53.5%[inhibitor],0.6%,-22.2%,7.4,-12.2%,u,-5.2,-12.6%,-0.2%
O=C(Cn1ccccc1=S)c1ccc(Cl)c(Cl)c1,i,-13.9%,-28.4%,-2.2,-12.9%,u,3.2,-2.1%,5.3%
COc1ccccc1CNC(=O)c1cccc(S(=O)(=O)N2CCN(c3ccc(F)cc3)CC2)c1,-23.4%,-0.2%,-5.8%,-2.0,7.1%,u,-0.7,4.6%,-4.3%
CC(C)c1ccc(S(=O)(=O)N2CCN(C(=O)c3ccco3)CC2)cc1,-30.3%[inhibitor],-1.5%,-7.1%,0.4,15.0%,6.2%,-0.5,2.3%,-2.4%
CCn1cc(Br)c(C(=O)NC(C)c2ccccc2)n1 (stereo not given),i,10.6%,0.4%,x,-7.4%,5.6%,71.7*,-1.1%,0.9%
Cc1cc(C)c(C#N)c(N2CCN(Cc3ccccc3)CC2)n1,-8.1%[57.5 µM],16.8%,-10.6%,x,u,20.0%,-2.3,2.6%,1.5%
CC(=O)Nc1ccc(N2C(C(C)=O)=NN(c3ccc(Cl)cc3)C2c2sccc2C)cc1 (stereo not given),-21.1%[57.5 µM],5.6%,-4.3%,x,6.7%,u,-2.5,21.1%,2.6%
N#Cc1c(NC(=O)COC(=O)c2ccc(S(=O)(=O)N3CCCC3)cc2)sc2c1CCCCC2,i,11.8%,-3.8%,-4.4,3.0%,-17.9%,0.0,-2.5%,8.2%
CCCCNC(=O)C[C@@H]1C[C@@]2(C(=O)OCC)CCC=C2N(Cc2cccc3ccccc23)C1=O,-6.2%,5.5%,-0.1%,3.3,-1.7%,u,-0.9,-6.3%,10.6%
O=C(NC1CCCCC1)C(c1cccs1)N(C(=O)c1ccco1)c1ccc2c(c1)OCCO2 (stereo not given),i,-18.1%,-6.2%,-1.6,-27.5%,u,-0.6,-0.5%,-5.7%
Cc1ccc(C(=O)N/C(=C\c2ccc(-c3ccc(Br)cc3)o2)C(=O)NC2CCS(=O)(=O)C2)cc1 (stereo not given),i,-21.7%,-7.5%,5.9,-0.1%,7.2%,1.0,-14.3%,-0.9%
O=C(Nn1cnnc1)C1CCCN1S(=O)(=O)c1ccc(F)cc1 (stereo not given),-21.7%,1.8%,2.6%,x,16.1%,22.6%,-0.4,9.8%,-3.1%
O=C(C[C@H]1C/C=C\C[C@@H](Cc2ccc(F)cc2)C(=O)OC[C@H]2CCCN2C1=O)N[C@H](CO)Cc1ccccc1,-24.2%,1.6%,-7.0%,0.6,3.3%,-2.5%,4.3,-9.7%,4.4%
CCOC(=O)NC(=O)COC(=O)Cc1cc(OC)c(OC)c(OC)c1,-21.2%,-2.7%,3.3%,0.1,-3.6%,2.6%,-0.9,-5.4%,-4.4%
CCOC(=O)n1c(=O)n(Cc2ccccc2)c2ccccc21,-35.2%[inhibitor],-16.3%,-5.6%,5.9,3.5%,-0.4%,-3.1,-1.4%,6.6%
Cc1ccccc1Cc1c(C)nc2c(C(=O)NCc3ccc4c(c3)OCO4)cnn2c1C,i,14.0%,-4.7%,x,-11.6%,0.0%,-3.0,9.2%,-6.7%
COc1ccc(C(=O)c2cc3cccc(OC)c3o2)cc1,-14.3%,-14.0%,2.7%,8.2,-8.6%,-16.9%,-1.3,20.6%,14.0%
CCOc1ccc(NC(=O)CSC2=NN3CCCC(=O)N=C3S2)cc1,-41.5%[inhibitor],31.9%[activator],-2.2%,4.2,-7.8%,1.3%,-3.8,-3.4%,-4.2%
Cc1cc(NC(=O)c2ccc(Br)cc2)nc(C)n1,i,4.4%,-4.7%,-5.9,5.5%,23.2%,3.5,-5.8%,-0.5%

# Fetched by structure from above:
SMILES,PTHR1 agonist,EPAC1 antagonist,PLK1 PBD block,PI5P4Ka inh,GLP1R cytotox,GLP1R inv ag,IL-2 act,EPAC1 agonist,GLP-1R agonist
Cc1cc(C)c(C#N)c(N2CCN(Cc3ccccc3)CC2)n1,-8.1%[57.5 µM],16.8%,-10.6%,x,u,20.0%,-2.3,2.6%,1.5%
Cc1[nH]c(C)c2c(=O)[nH]ncc12,i,-1.6%,-4.5%,2.7,-3.5%,19.4%,-0.2,11.3%,8.5%

# Other compounds follow:
SMILES,PTHR1 agonist,EPAC1 antagonist,PLK1 PBD block,PI5P4Ka inh,GLP1R cytotox,GLP1R inv ag,IL-2 act,EPAC1 agonist,GLP-1R agonist
CC1=C(C(=O)OCc2ccccc2)C(c2ccc(C(F)(F)F)cc2)NC(=O)N1CCCCCC(=O)O (stereo not given),i,-13.2%,-10.0%,-6.4,-6.0%,-6.2%,0.1,-8.3%,-5.7%
COc1cccc(OC)c1C(=O)Nc1cc(Cl)ccc1N1CCOCC1,i,1.3%,-7.3%,-5.5,0.3%,-20.1%,-0.1,-2.5%,12.5%
COc1ccc(C2/C(=C(/O)c3ccc(C)cc3)C(=O)C(=O)N2c2ccccn2)cc1OC (stereo not given),i,-11.0%,-1.1%,1.3,-4.5%,25.6%,0.8,-2.0%,-4.9%
O=C(NCCN1CCC(Cc2ccccc2)CC1)C1CCCN(S(=O)(=O)c2cnc[nH]2)C1 (stereo not given),-17.9%,-18.3%,-12.6%,-7.6,8.3%,7.1%,0.4,1.2%,-0.9%
COc1cccc(NC(=S)N2CCC(Cc3ccccc3)CC2)c1,-29.9%,-5.1%,-0.5%,-5.1,-7.4%,u,-1.9,-3.5%,4.3%
O=C(Nc1ccc(C(=O)N2CCOCC2)cc1)c1ccccc1[N+](=O)[O-],-4.7%,6.7%,-5.3%,2.5,9.9%,11.4%,-0.7,13.9%,8.6%
Cn1ccnc1C(O)(c1ccccc1)c1nccn1C,i,-3.0%,-8.1%,0.0,2.6%,4.4%,-0.6,6.5%,10.9%
Cn1cnc(S(=O)(=O)Nc2ccc3c(c2)OCCO3)c1,i,8.9%,0.0%,2.5,-4.9%,3.6%,0.5,7.7%,4.0%
COc1ccccc1CN=C1NC(=O)C(CC(=O)Nc2ccc(OC)c(OC)c2)S1 (stereo not given),-4.8%[57.5 µM],19.1%,-7.5%,x,-8.8%,0.0%,-0.9,3.5%,18.8%
O=C(Nc1ccccc1)c1ccc(Cn2cc(C(F)(F)F)ccc2=O)cc1,-22.2%[57.5 µM],-19.9%,-10.6%,x,-8.7%,0.0%,-0.7,6.8%,-11.8%
CCCCn1c(=NC(=O)c2cccnc2)c(C#N)cc2c(=O)n3cccc(C)c3nc21,-9.6%,2.2%,-6.9%,5.1,284.9%[activator],20.7%,5.5,-1.3%,0.4%
COc1cc2c(cc1OC)CN(C(=O)c1ccc(S(=O)(=O)N(C)c3ccccc3)cc1)CC2,-3.1%,u,-11.5%,7.8,-1.0%,42.0%[activator],-0.8,27.7%,u
O=C(NCCc1ccccc1)C(=O)NCC1OCCCN1S(=O)(=O)c1cc(F)ccc1F (stereo not given),-17.7%,12.0%,-3.1%,7.6,-1.8%,2.1%,-1.0,5.0%,7.6%
CC12CCC(C(=O)NNc3ccc([N+](=O)[O-])cc3)(OC1=O)C2(C)C (stereo not given),i,-1.0%,-5.0%,-0.9,-28.8%,u,0.1,6.2%,-0.6%
CCCCn1nc(NC(=O)c2cccs2)c2cc3ccccc3nc21,i,-7.3%,-7.2%,x,312.3%[activator],0.0%,-2.4,26.9%,-0.1%
COc1cccc(C(=O)NN2C(=S)N(c3ccccc3)C(=O)C2CC(N)=O)c1 (stereo not given),i,-6.4%,-8.8%,-2.7,19.3%,1.4%,-3.9,5.1%,5.7%
Cn1c(=O)[nH]c(=O)c2c1nc(N1CCCCC1)n2CC(O)COc1ccccc1 (stereo not given),-23.4%,-20.9%,-10.7%,-1.4,3.1%,3.1%,0.4,-0.9%,2.1%
COc1ccc(C(=O)Nc2ccc(S(=O)(=O)NC(C)(C)C)cc2)cc1[N+](=O)[O-],2.9%,-6.5%,-6.3%,-3.8,4.9%,u,-0.1,1.1%,10.3%
O=C(Nc1ccccc1)C1=C[C@@H](c2ccc(C(F)(F)F)cc2)C[C@@H](OCc2ccc(CO)cc2)O1,-55.4%[inhibitor],-7.3%,-0.9%,16.3,-7.3%,u,0.3,-15.6%,6.7%
O=C(Nc1ccccc1)C1=C[C@H](c2csc3ccccc23)C[C@H](OCc2ccc(CO)cc2)O1,i,-17.2%,7.3%,2.6,-16.8%,10µM*,-0.6,16.2%,-8.8%
CCN(CC)c1ccc(/C=C2/C(=O)c3ccc(C(=O)O)cc3C2=O)cc1,i,u,6.3%,-92.5*,-23.9%,20.8%,u,5.7%,3.4%
Cc1cccc(OCC(=O)Nc2ccc(NC(=O)c3ccccc3)cc2)c1,-20.3%,-2.8%,4.4%,3.7,0.6%,17.9%,4.9,-17.7%,-7.3%
